Compound activity from PubChem BioAssay.
LGR2 inh – inhibitors of bursicon-induced Drosophila LGR2 receptor cAMP signaling. HEK293 LGR2, CRE-luciferase, bursicon-stimulated, 4 h. inhibition, % at 9.99 µM. actives 0.35% (n = 380,000);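 active = drop in luminescence signal, shown as inhibition above about 50% in the replicate tests, limit read from the data, passing the limit was not always enough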;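 also: agonist challenge used bursicon conditioned medium at about half maximal strength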
esBAF inh – SWI/SNF esBAF complex inhibition; AID 602393; actives 2% (n = 350,000); mouse ES cells, Bmi1-luciferase knock-in reporter, 24 h; 100% = twice the neutral-well signal; reporter increase, % at 12.5 µM; in the data active = activation above about 40%;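 also: 0% = median of the plate's neutral control wells and 100% = double that signal; a rise in the Bmi1 reporter signal indicates esBAF inhibition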
SIRT5 block – blocks human SIRT5 desuccinylation of peptide | Q9NXA8 | Purified SirT5, succinyl-peptide AMC, trypsin-coupled fluorescence | inhibition, % at 15 µM | actives 1.1% (n = 330,000); in the data active = inhibition above about 15%
Target sequence (Q9NXA8 whole entry, looked up): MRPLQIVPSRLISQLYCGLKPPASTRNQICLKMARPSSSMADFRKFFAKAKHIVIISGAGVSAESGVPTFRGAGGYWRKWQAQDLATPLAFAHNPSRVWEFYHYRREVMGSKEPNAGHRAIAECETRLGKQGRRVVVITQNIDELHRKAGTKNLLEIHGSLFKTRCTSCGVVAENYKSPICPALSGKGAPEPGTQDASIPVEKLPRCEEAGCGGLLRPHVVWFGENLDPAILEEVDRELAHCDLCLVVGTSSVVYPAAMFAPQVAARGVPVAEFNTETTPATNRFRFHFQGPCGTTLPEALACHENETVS
Casp6 inh – blocks human caspase-6 cleavage activity; P55212; purified caspase-6, Z-VEID-R110 cleavage fluorescence; inhibition, % at 12.5 µM; actives 0.53% (n = 350,000); AID 686996;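 active = mean inhibition across replicates at least about 35%, with every replicate also reaching that limit, limit read from the data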;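 also: 0% = median of neutral control wells and 100% = no fluorescence left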
Target sequence (P55212 24-179 limits assumed): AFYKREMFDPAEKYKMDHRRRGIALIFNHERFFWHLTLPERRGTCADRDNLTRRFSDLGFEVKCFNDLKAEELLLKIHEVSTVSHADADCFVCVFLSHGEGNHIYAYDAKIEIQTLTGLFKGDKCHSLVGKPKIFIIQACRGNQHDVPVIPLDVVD
Target sequence (P55212 194-293 limits assumed): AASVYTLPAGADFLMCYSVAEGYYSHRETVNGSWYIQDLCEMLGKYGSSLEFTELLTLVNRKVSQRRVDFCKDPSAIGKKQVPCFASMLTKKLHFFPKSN
Statin myotox sup – suppressors of simvastatin-induced myotoxicity in C2C12 myotubes; ATP luminescence, 48 h; scaled: DMSO 0, geranylgeraniol control 100; rescue of ATP level, % at 7.49 µM; actives 0.78% (n = 330,000); AID 602340;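 active = mean ATP rescue above about 67%, or every replicate alone reaching that limit, limit read from the data, passing the limit was not always enough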;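 also: myotubes were challenged with 10 µM simvastatin during compound exposure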
FN deposit inh – fibronectin deposition inhibition. AH1F fibroblasts, Alexa488-fibronectin deposition fluorescence, overnight. inhibition, % at 12.6 µM. actives 0.086% (n = 350,000). AID 743247;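 active = mean inhibition across replicates of 30% or more, regardless of how many single replicates reach that level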;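 also: positive control wells lacked labelled fibronectin entirely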
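Measured by – fluorescence 485/525 nm · System – AH1F fibroblast monolayer, labelled fibronectin deposition · Amount – 10000 cells per well · Buffer or medium – serum-reduced DMEM (2% serum) · Doses – single dose, pinned · Also added – fluorescent fibronectin at 24 nM final · Schedule – 1 h cell attachment, overnight exposure to compound and label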
S100A4 MyoIIA – blocks human S100A4 binding to myosin IIA peptide; actives 0.14% (n = 360,000); AID 652163; S100A4/TAMRA-MyoIIA peptide fluorescence polarization; P26447; inhibition, % at 10.7 µM;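 active = mean inhibition of at least 70% across replicates, with every replicate also reaching that level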
Target sequence (P26447 whole entry, looked up): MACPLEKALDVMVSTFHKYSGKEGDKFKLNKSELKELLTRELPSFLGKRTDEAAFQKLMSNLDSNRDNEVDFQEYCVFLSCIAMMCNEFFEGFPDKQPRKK
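Material: S100A4 monomer (human). Medium: Calcium-containing HEPES buffer, pH 7.2. Probe or stimulus: labelled myosin peptide probe, 5 nM. Compound dosing: one concentration per compound. Timing: polarization read 5 min after assay mix addition, stable 5–60 min. Benchmarks: DMSO as neutral control, TFP as positive control.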
The depositor's hits bear a star; x = no result given; & = joins results of further samples. Not all compounds are listed; count on the stated rates, not on these rows.

Sample of the layout, seven compounds:
SMILES	LGR2 inh	esBAF inh	SIRT5 block	Casp6 inh	Statin myotox sup	FN deposit inh	S100A4 MyoIIA
CCCc1nc(SCC(=O)Nc2ccccc2)c2c(=O)n(C)c(=O)n(C)c2n1	20	7	-1	2	-16	1	1
CC(=O)COC(=O)c1cc(-c2ccc(C)cc2)nc2ccccc12	-1	5	-5	1	-6	x	-5
CC(C)(C)C(=O)Nc1ccc(NC(=O)C(C)(C)C)cc1	-22	17	3	-2	-23	3	-4
COc1ccc(S(=O)(=O)NCc2cccnc2)cc1NC(=O)c1ccccc1	-6	-8	-1	-2	25	-7	-7
CC(=O)Oc1ccc(-c2csc(Nc3cccc(C)n3)n2)cc1	-69	65*	-2	-3	-15	-6	-1
C[C@@H]1CN([C@@H](C)CO)C(=O)Cc2cc(NS(=O)(=O)c3ccc(F)cc3)ccc2O[C@H]1CN(C)Cc1ccc(-c2ccccc2)cc1	-17	4	x	x	80*	x	x
Cc1cccc(C(=O)NCCC(=O)NCc2ccccc2Cl)c1	-1	6	2	-4	9	0	3

The listing (from the top)
SMILES	LGR2 inh	esBAF inh	SIRT5 block	Casp6 inh	Statin myotox sup	FN deposit inh	S100A4 MyoIIA
CCCc1nc(SCC(=O)Nc2ccccc2)c2c(=O)n(C)c(=O)n(C)c2n1	20	7	-1	2	-16	1	1
CC(=O)COC(=O)c1cc(-c2ccc(C)cc2)nc2ccccc12	-1	5	-5	1	-6	x	-5
CC(C)(C)C(=O)Nc1ccc(NC(=O)C(C)(C)C)cc1	-22	17	3	-2	-23	3	-4
COc1ccc(S(=O)(=O)NCc2cccnc2)cc1NC(=O)c1ccccc1	-6	-8	-1	-2	25	-7	-7
CC(=O)Oc1ccc(-c2csc(Nc3cccc(C)n3)n2)cc1	-69	65*	-2	-3	-15	-6	-1
C[C@@H]1CN([C@@H](C)CO)C(=O)Cc2cc(NS(=O)(=O)c3ccc(F)cc3)ccc2O[C@H]1CN(C)Cc1ccc(-c2ccccc2)cc1	-17	4	x	x	80*	x	x
Cc1cccc(C(=O)NCCC(=O)NCc2ccccc2Cl)c1	-1	6	2	-4	9	0	3
CC(C)NC(=O)Nc1ccc2c(c1)C(=O)N([C@@H](C)CO)C[C@@H](C)[C@H](CN(C)S(=O)(=O)c1cn(C)cn1)OCCCC[C@@H](C)O2	-2	1	-2	1	x	-8	-7
COCC(=O)N(C)C[C@@H]1[C@H](c2ccc(-c3ccccc3)cc2)[C@@H](CO)N1C(C)=O	2	-3	7	2	-6	2	-5
C[C@@H]1CN([C@@H](C)CO)C(=O)c2cc(NC(=O)CCC(F)(F)F)ccc2O[C@@H](C)CCCCO[C@H]1CN(C)C(=O)CCC(F)(F)F	-2	-5	3	4	x	4	16
O=C(Nc1ccccc1C(=O)NCCN1CCOCC1)c1ccco1	36	-5	x	x	14	-2	x
COc1cccc(NC(=O)N(C)C[C@H]2Oc3cc(C#Cc4ccc(F)cc4)ccc3S(=O)(=O)N([C@@H](C)CO)C[C@H]2C)c1	14	-10	13	3	40	-1	-32
CN(C)/C=C/C(=O)c1ccc(C(F)(F)F)cc1F	-19	x	0	2	x	13	4
C[C@H]1CN([C@@H](C)CO)C(=O)c2cccc(NC(=O)NC3CCCCC3)c2O[C@@H]1CN(C)S(C)(=O)=O	2	4	-9	1	-7	x	-2
C[C@@H]1CN([C@@H](C)CO)C(=O)c2cccc(NC(=O)c3nc4ccccc4s3)c2O[C@H]1CN(C)Cc1ccc(C(=O)O)cc1	8	1	2	0	x	4	19
O=C(/C=C/c1ccc2ccccc2n1)N1CCN(c2ccccc2)CC1	-3	x	3	-3	x	-19	-6
COc1cc(CNCc2c[nH]c3ccccc23)cc(OC)c1	13	x	-8	-4	x	3	5
CCC(C)NC(=O)C(=O)NCc1ccccn1 (configuration not stated)	-11	x	0	3	x	-13	-5
S=C(c1nc2ccccc2[nH]1)N1CCOCC1	x	2	x	x	-23	0	x
O=C(O)CCC(=O)NCC(=O)c1ccc(F)cc1	12	x	x	1	x	-2	-15
Cc1cccc(NC(=O)CC2(CC(=O)O)CCCC2)c1	-7	9	0	-1	-4	-7	13
COc1cc2c(cc1O)C(Cc1ccc(O)cc1)NCC2 (configuration not stated)	23	-8	x	3	7	3	-13
C/C=C/c1cccc(-c2nc(C(=O)N3CCOCC3)cc3c2[C@H](CCO)N(C(=O)NC(C)C)C3)c1	-20	x	2	0	x	1	-7
Cc1noc(C(=O)NCc2cccnc2)c1Cl	2	-9	-8	0	3	3	-5
Cc1cccc(NC(=O)c2cc3cc([N+](=O)[O-])ccc3s2)n1	-26	x	0	-3	x	4	3
(more compounds)
SMILES	LGR2 inh	esBAF inh	SIRT5 block	Casp6 inh	Statin myotox sup	FN deposit inh	S100A4 MyoIIA
C[C@H]1CN([C@@H](C)CO)C(=O)CCCn2cc(nn2)CO[C@@H]1CN(C)S(=O)(=O)c1ccc(Oc2ccccc2)cc1	-16&9	-4&3&-2	-9&-2&-3	-1&0&3	-1&0&5	10	2&4&-3
Cc1nc2c(N)nn(C)c2nc1C	1	x	x	1	x	-6	-4
CCOC(=O)Nc1ccc(Cc2ccncc2)cc1	-42	x	-1	-1	x	x	21
COc1ccc(S(=O)(=O)N2CCC3(CC2)OCCN3S(=O)(=O)c2ccc(OC)cc2)cc1	-13	-6	-4	2	-3	4	0
COc1ccccc1-c1ccc([C@@H]2[C@@H](CO)N(C(=O)C3CCC3)[C@H]2C#N)cc1	3	-2	-1	2	9	4	0
N#Cc1ccccc1S(=O)(=O)N1CCN(C(=O)c2cccc(S(=O)(=O)N3CCCC3)c2)CC1	-5	16	-1	5	-7	-1	-4
COc1ccc(-c2cc(C3CCN(C(=O)OC(C)(C)C)CC3)[nH]n2)cc1	-6	x	-8	3	x	13	-4
CCCCCCCCN1C(=O)[C@H](CC(=O)NCCCCc2ccccc2)C[C@@]2(C(=O)OC)CC(C)(C)CC=C12	-13	x	-3	-2	x	3	-3
Clc1ccc(-n2ncc3c(NCc4ccco4)ncnc32)cc1	x	52*	x	x	-1	2	x
CC(C)(O)C#Cc1ncc(C(F)(F)F)cc1Cl	-22	x	-3	3	x	x	-8
Cn1cnc(S(=O)(=O)N2CC[C@@H]3[C@H](CO)Nc4ccc(-c5ccccc5)cc4[C@@H]32)c1	-3	38	-1	1	-17	0	-6
CSC1=N/C(=C\c2ccc(Cl)cc2)C(=O)N1N(C)C	-9	x	-1	0	x	5	1
COC(=O)c1c(-c2ccccc2OC)sc2ccc(OC)cc12	1	-2	x	-1	14	-4	-3
Cc1noc(C)c1S(=O)(=O)Nc1ccc2c(c1)C(=O)N([C@@H](C)CO)C[C@@H](C)[C@@H](CN(C)C(=O)Nc1ccc(F)cc1)O2	3	1	x	x	-17	-1	x
O=c1cc(-c2ccccc2)nc2cc(-c3ccc(F)cc3)[nH]n12	x	x	-5	-4	x	-1	-3
COc1ccc(S(=O)(=O)N(C)C[C@H]2OCCCC[C@@H](C)Oc3ccc(NS(=O)(=O)c4cccs4)cc3C(=O)N([C@H](C)CO)C[C@H]2C)cc1	5	-2	2	1	x	x	-11
COc1ccc(NC(=O)Nc2ccc3c(c2)C(=O)N([C@H](C)CO)C[C@H](C)[C@H](CN(C)Cc2ccncc2)OCCCC[C@@H](C)O3)cc1	19	-3	-3	2	x	x	9
COc1cccc(-c2cc3nc(NCCN4CCCC4)n(C)c(=O)c3s2)c1	6	14	6	-21	-3	-9	-5
CCCCC(=O)Nc1ccc2c(c1)nc1n2CCN(CCOC)C1	0	x	-7	2	x	-3	-5
C[C@@H]1CN([C@H](C)CO)C(=O)Cc2cc(NC(=O)Nc3ccc(C(F)(F)F)cc3)ccc2O[C@@H]1CN(C)Cc1ccncc1	-31	7	8	3	-63	x	0
COc1ccc(N(C(=O)c2ccc(S(=O)(=O)N3CCCC3)cc2)C2C=CS(=O)(=O)C2)cc1 (configuration not stated)	7	6	10	4	-3	x	-46
C[C@@H]1CN([C@H](C)CO)C(=O)c2cc(NS(C)(=O)=O)ccc2O[C@@H]1CN(C)S(=O)(=O)c1cn(C)cn1	-16	-1	-10	1	-31	x	5
CCCNC(=O)N1C[C@H](O)COC[C@H]2O[C@H](CC(=O)N3CCC(Cc4ccccc4)CC3)CC[C@@H]21	-19	-3	11	-1	-29	-3	0
COc1cccc(NC(=O)N(C)C[C@@H]2OCc3cn(nn3)CCCC(=O)N([C@@H](C)CO)C[C@@H]2C)c1	-5	-7	x	x	-24	-5	x
O=C(CSc1nnc(CN2CCOCC2)n1-c1ccccc1)N1CCc2ccccc21	x	0	x	x	5	11	x
Going on with the list.
SMILES	LGR2 inh	esBAF inh	SIRT5 block	Casp6 inh	Statin myotox sup	FN deposit inh	S100A4 MyoIIA
CO[C@@H]1CN(C)C(=O)c2cc(NS(=O)(=O)c3c(C)noc3C)ccc2OC[C@H](C)NC[C@H]1C	-8	-2	-5	-2	10	-19	-5
CC(NS(=O)(=O)c1ccc(Cl)c(Cl)c1)C(=O)OCC(=O)N1CCCCCC1 (configuration not stated)	1	2	2	14	-4	0	-5
O=C(C[C@@H]1CC[C@H]2[C@@H](COC[C@H](O)CN2Cc2ccc(F)cc2)O1)NCc1ccccc1Cl	-7	-5	-6	0	12	0	-14
C[C@H]1CN([C@@H](C)CO)C(=O)c2cc(Br)cnc2O[C@@H]1CN(C)C(=O)Nc1ccc(C(F)(F)F)cc1	0&10	0&8	-7&3	1&0	9	12&9	4&-14
Cc1cc2oc(C(=O)NC3CCS(=O)(=O)C3)cc(=O)c2cc1C (configuration not stated)	-3	-3	-1	-5	17	2	2
COc1ccc(C#Cc2cnc3c(c2)C(=O)N([C@H](C)CO)C[C@H](C)[C@H](CN(C)S(=O)(=O)c2ccc(F)cc2)O3)cc1OC	-28	11	-2	1	-13	x	3
O=C(NCC1CCCCC1)c1ccc(F)c(S(=O)(=O)N2CCOCC2)c1	-13	6	-3	0	-11	9	1
CC(C)NC(=O)Nc1ccc2c(c1)C(=O)N([C@H](C)CO)C[C@H](C)[C@@H](CN(C)Cc1ccc(C(=O)O)cc1)OCCCC[C@H](C)O2	7	-5	-3	-3	x	4	-3
O=C(c1cccc(N2CCCC2=O)c1)N1CCN(c2ccc(F)cc2)CC1	-3	1	-1	-1	-4	-20	-3
NC(=O)c1ccc(CN2CCC(Cc3ccccc3)CC2)cc1	-16	-1	1	-1	14	-3	0
CC(C(=O)NC(C)(C)C)N(C(=O)CS(=O)CC(=O)Nc1ccc(F)cc1)c1ccccc1F (configuration not stated)	1	x	3	-3	x	-2	-2
COCCCn1cc(C(=O)c2ccccc2OCC(=O)Nc2cccc(F)c2)cc(C#N)c1=O	-50	9	-1	0	-2	-1	-2
COc1ccc(/C=N/NC(=O)c2ccc[nH]2)cc1	-25	6	3	3	-5	3	10
CCOC(=O)C1=C(N)OC2=C(C(=O)CC(C)(C)C2)C1c1ccc(CC)s1 (configuration not stated)	-22	x	-1	2	x	-6	0
